BioA inh: blocks M. tuberculosis BioA enzyme activity; purified M. tuberculosis BioA enzyme, plate reader; inhibition, % at 9.99 µM; 360,000 tested, 0.096% active; AID 602481; in the data active means inhibition above about 40%
Active calls of the source: *. The list is partial (hit frequency here may not be typical).

SMILES | BioA inh
Cc1noc(C)c1S(=O)(=O)Nc1ccc2c(c1)CC(=O)N([C@@H](C)CO)C[C@H](C)[C@H](CN(C)Cc1ccc(C(F)(F)F)cc1)O2 | 7.5
C[C@H]1CN([C@@H](C)CO)C(=O)c2cccc(NC(=O)c3nc4ccccc4s3)c2O[C@@H]1CN(C)Cc1ccc(Cl)c(Cl)c1 | -0.1
CCCN(C)C[C@@H]1OCCCC[C@H](C)Oc2ccc(NS(=O)(=O)c3ccc(C)cc3)cc2C(=O)N([C@H](C)CO)C[C@@H]1C | -1.6
C[C@@H]1CN([C@@H](C)CO)C(=O)c2cc(-c3ccc(C#N)cc3)cnc2O[C@H]1CN(C)CC1CCCC1 | -5.4
O=C(O)C[C@@H]1C[C@H]2c3cc(NS(=O)(=O)c4ccccc4)ccc3O[C@H]2[C@H](CO)O1 | 1.9
CCC(=O)N(C)C[C@@H]1Oc2cc(-c3cccc(OC)c3)ccc2S(=O)(=O)N([C@H](C)CO)C[C@@H]1C | 3.2
COc1cccc(C#Cc2ccc3c(c2)[C@@H]2[C@@H](CCN2C(=O)c2ccccc2F)[C@@H](CO)N3C)c1 | 5.1
N#C[C@@H]1[C@H](c2ccc(-c3cncnc3)cc2)[C@@H](CO)N1C(=O)CN1CCOCC1 | -1.7
C[C@@H]1CCCCO[C@H](CN(C)C(=O)Nc2ccc3c(c2)OCO3)[C@@H](C)CN([C@H](C)CO)C(=O)c2cc(NC(=O)Cc3ccccc3)ccc2O1 | -2.5
CCS(=O)(=O)Nc1ccc2c(c1)C(=O)N(C)[C@H]1CC[C@H](CC(=O)NCCOC)O[C@@H]1CO2 | -1.4

Overlap with the part before: 7 compounds; new compounds follow.
SMILES | BioA inh
C[C@@H]1CN([C@@H](C)CO)C(=O)c2cc(-c3ccc(C#N)cc3)cnc2O[C@H]1CN(C)CC1CCCC1 | -5.4
O=C(O)C[C@@H]1C[C@H]2c3cc(NS(=O)(=O)c4ccccc4)ccc3O[C@H]2[C@H](CO)O1 | 1.9
CCC(=O)N(C)C[C@@H]1Oc2cc(-c3cccc(OC)c3)ccc2S(=O)(=O)N([C@H](C)CO)C[C@@H]1C | 3.2
COc1cccc(C#Cc2ccc3c(c2)[C@@H]2[C@@H](CCN2C(=O)c2ccccc2F)[C@@H](CO)N3C)c1 | 5.1
N#C[C@@H]1[C@H](c2ccc(-c3cncnc3)cc2)[C@@H](CO)N1C(=O)CN1CCOCC1 | -1.7
C[C@@H]1CCCCO[C@H](CN(C)C(=O)Nc2ccc3c(c2)OCO3)[C@@H](C)CN([C@H](C)CO)C(=O)c2cc(NC(=O)Cc3ccccc3)ccc2O1 | -2.5
CCS(=O)(=O)Nc1ccc2c(c1)C(=O)N(C)[C@H]1CC[C@H](CC(=O)NCCOC)O[C@@H]1CO2 | -1.4
Cc1noc(C)c1NC(=O)N(C)C[C@H]1Oc2ccc(NC(=O)NC(C)C)cc2CC(=O)N([C@H](C)CO)C[C@H]1C | -2.4
C[C@H]1CN([C@@H](C)CO)C(=O)c2cccc(NC(=O)c3nc4ccccc4s3)c2O[C@@H]1CN(C)Cc1ccc(C(F)(F)F)cc1 | -0.6
COc1cccc(-c2cnc3c(c2)C(=O)N([C@H](C)CO)C[C@@H](C)[C@H](CN(C)C(=O)CC2CC2)O3)c1 | 0.7
CCCC#Cc1ccc2c(c1)O[C@H](CN(C)S(C)(=O)=O)[C@@H](C)CN([C@H](C)CO)S2(=O)=O | 1.3
CNC(=O)C[C@@H]1CC[C@@H]2[C@@H](COc3ccc(NS(=O)(=O)c4ccc(F)cc4)cc3C(=O)N2C)O1 | -1.8
C[C@H]1CN([C@@H](C)CO)C(=O)c2ccccc2-c2ccccc2CO[C@H]1CN(C)C(=O)Cc1ccccc1 | -0.3
C[C@H](NC(=O)C[C@@H]1C=C[C@@H](NC(=O)Cc2ccccn2)[C@H](CO)O1)c1ccccc1 | -0.7
O=C(CC(F)(F)F)N1C[C@@H]2[C@H](c3ccccc31)[C@@H](CO)N2C(=O)C1CCOCC1 | -3.8
O=C(Nc1cc(Cl)cc(Cl)c1)N[C@@H]1CC[C@H](CCNS(=O)(=O)c2cccc(F)c2)O[C@@H]1CO | -3.4
Cn1cnc(S(=O)(=O)N[C@@H]2C=C[C@H](CC(=O)Nc3ccccc3)O[C@@H]2CO)c1 | 0.3
O=C(C1CCCCC1)N1C[C@@H]2[C@H](c3ccccc31)[C@H](CO)N2C(=O)Cc1ccccn1 | 3.2
C[C@@H]1CN([C@@H](C)CO)S(=O)(=O)c2ccc(C#Cc3ccncc3)cc2O[C@@H]1CN(C)C | -1.7
O=C(C[C@@H]1C=C[C@@H](NC(=O)Cc2ccccn2)[C@H](CO)O1)NCCc1ccncc1 | -0.8
Cc1cccc(S(=O)(=O)N2CC[C@@H]3[C@H](CO)Nc4ccc(C#Cc5cccc(F)c5)cc4[C@@H]32)c1 | 1.0
CC(C)NC(=O)N(C)C[C@@H]1OCCCC[C@H](C)Oc2ccc(NS(C)(=O)=O)cc2C(=O)N([C@@H](C)CO)C[C@H]1C | -1.5
COc1cccc(-c2ccc([C@H]3[C@@H](CO)N4CCCCN(CC5CCOCC5)C[C@@H]34)cc2)c1 | -1.8
C[C@@H]1CN([C@H](C)CO)C(=O)c2cc(NS(=O)(=O)c3cccs3)ccc2O[C@H]1CN(C)C | 2.9
CC(C)NC(=O)Nc1ccc2c(c1)C(=O)N([C@@H](C)CO)C[C@H](C)[C@H](CN(C)Cc1ccc(-c3ccccc3)cc1)O2 | 0.4
O=C(Nc1ccccc1)N1CCCCN2[C@H](CO)[C@H](c3ccc(C#CC4CC4)cc3)[C@H]2C1 | -1.5
COc1ccc(S(=O)(=O)N(C)C[C@@H]2Oc3ccc(NC(=O)Cc4cn(C)c5ccccc45)cc3C(=O)N([C@@H](C)CO)C[C@H]2C)cc1 | -0.6

Reformatted as tab-separated lines: entries from further up.
SMILES	BioA inh
C[C@@H]1CN([C@@H](C)CO)S(=O)(=O)c2ccc(C#Cc3ccncc3)cc2O[C@@H]1CN(C)C	-1.7
O=C(C[C@@H]1C=C[C@@H](NC(=O)Cc2ccccn2)[C@H](CO)O1)NCCc1ccncc1	-0.8
Cc1cccc(S(=O)(=O)N2CC[C@@H]3[C@H](CO)Nc4ccc(C#Cc5cccc(F)c5)cc4[C@@H]32)c1	1.0

Next entries:
SMILES | BioA inh
CC(=O)N1[C@H](CO)[C@@H]2c3ccccc3N(S(=O)(=O)c3ccc(F)cc3)C[C@@H]21 | 1.9
CN(C)CC#Cc1ccc([C@H]2[C@H]3CN(C(=O)C4CCC4)CCCCN3[C@H]2CO)cc1 | 0.7
C[C@@H](O)C#Cc1ccc([C@@H]2[C@H](CO)N3CCCCN(CC4CCOCC4)C[C@@H]23)cc1 | -3.9
C[C@@H]1CN([C@@H](C)CO)C(=O)c2cc(NC(=O)c3ccncc3)ccc2O[C@@H](C)CCCCO[C@H]1CN(C)C(=O)Cc1ccccc1 | -0.9
COc1ccc(S(=O)(=O)N(C)C[C@H]2Oc3c(NS(=O)(=O)c4ccc(Cl)cc4)cccc3C(=O)N([C@H](C)CO)C[C@H]2C)cc1 | -2.4
C[C@H]1CN([C@@H](C)CO)C(=O)c2cc(NS(=O)(=O)c3ccc(F)cc3)ccc2O[C@H]1CN(C)Cc1ccc2c(c1)OCO2 | 0.7
C[C@H]1CCCCO[C@H](CN(C)Cc2ccc3c(c2)OCO3)[C@@H](C)CN([C@@H](C)CO)C(=O)c2cc(NC(=O)c3ccccc3)ccc2O1 | -0.2
CCCNC(=O)[C@H]1[C@H](CO)[C@H]2Cn3c(ccc(-c4ccncc4)c3=O)[C@@H]1N2C(=O)CC1CC1 | 0.2
CNC(=O)C[C@H]1CC[C@@H]2[C@H](COc3ccc(NC(=O)Nc4ccc(F)cc4)cc3C(=O)N2C)O1 | 7.9
CC(=O)N(C)C[C@@H]1[C@H](c2ccc(-c3ccccc3)cc2)[C@H](CO)N1C(=O)C1CC1 | 2.6
COc1ccc(-c2ccc3c(c2)O[C@@H](CN(C)C(=O)Nc2ccccc2F)[C@@H](C)CN([C@@H](C)CO)S3(=O)=O)cc1 | -0.4
COc1ccccc1S(=O)(=O)N1C[C@@H](O)COC[C@@H]2O[C@H](CC(=O)O)CC[C@H]21 | -2.4
COc1ccccc1-c1ccc2c(c1)O[C@H](CN(C)Cc1ccc3c(c1)OCO3)[C@H](C)CN([C@@H](C)CO)S2(=O)=O | -2.3
Cc1ccc(S(=O)(=O)Nc2cccc3c2O[C@@H](CN(C)S(C)(=O)=O)[C@@H](C)CN([C@@H](C)CO)C3=O)cc1 | 0.4
C[C@@H]1CN([C@H](C)CO)C(=O)c2cccc(NS(C)(=O)=O)c2O[C@@H]1CN(C)S(=O)(=O)c1ccc(Cl)cc1 | 0.5
C[C@@H]1CN([C@@H](C)CO)C(=O)c2cc(-c3ccncc3)cnc2O[C@@H]1CN(C)S(=O)(=O)c1ccccc1 | -3.1
O=C(C[C@@H]1C=C[C@@H](NC(=O)C2CCOCC2)[C@@H](CO)O1)Nc1ccc(-c2ccccc2)cc1 | -0.8
O=[N+]([O-])c1ccccc1S(=O)(=O)N1CCN(Cc2ccc(OCCO)cc2)CC1 | 2.2
CC(=O)N(C)C[C@@H]1OCc2ccccc2-c2ccccc2C(=O)N([C@H](C)CO)C[C@@H]1C | -2.3
CC(C)NC(=O)Nc1ccc2c(c1)C(=O)N([C@H](C)CO)C[C@H](C)[C@@H](CN(C)C(=O)NC(C)C)OCCCC[C@H](C)O2 | -3.1
C[C@@H]1CN([C@H](C)CO)C(=O)Cc2cc(NS(=O)(=O)c3cn(C)cn3)ccc2O[C@H]1CN(C)Cc1ccc2c(c1)OCO2 | 3.0
C[C@H]1CN([C@@H](C)CO)C(=O)c2cccc(NC(=O)c3ccncc3)c2O[C@@H]1CN(C)S(=O)(=O)c1cccs1 | -2.0
C[C@H](CO)N1C[C@H](C)[C@H](CN(C)S(=O)(=O)c2cccs2)Oc2ccc(N(C)C)cc2CC1=O | 0.4
Cc1noc(C)c1NC(=O)N(C)C[C@H]1Oc2ccc(NS(C)(=O)=O)cc2CC(=O)N([C@H](C)CO)C[C@@H]1C | -3.7
C[C@@H]1CN([C@H](C)CO)C(=O)c2cc(C#CC(C)(C)O)cnc2O[C@H]1CN(C)C(=O)CC1CC1 | -0.6
COCC(=O)Nc1ccc2c(c1)[C@H]1C[C@H](CC(=O)NCc3ccccc3F)O[C@@H](CO)[C@H]1O2 | -2.3
C[C@H](CO)N1C[C@H](C)[C@H](CN(C)S(=O)(=O)c2cn(C)cn2)Oc2ccc(NC(=O)Nc3ccc(C(F)(F)F)cc3)cc2C1=O | 1.4
Cc1ccc(S(=O)(=O)N(C)C[C@H]2Oc3ccc(NS(=O)(=O)c4ccc(F)cc4)cc3CC(=O)N([C@@H](C)CO)C[C@@H]2C)cc1 | -0.1
O=C(C[C@@H]1CC[C@H](NC(=O)Cc2ccccn2)[C@@H](CO)O1)NCCCN1CCOCC1 | 2.0
O=C(C[C@H]1CC[C@@H]2[C@H](COC[C@@H](O)CN2C(=O)Nc2ccccc2)O1)NC1Cc2ccccc2C1 | 4.0
C[C@H](CO)N1C[C@H](C)[C@H](CN(C)Cc2ccc(C(F)(F)F)cc2)OCCCC[C@H](C)Oc2ccc(NC(=O)Nc3ccc(C(F)(F)F)cc3)cc2C1=O | -2.4
COc1ccccc1CNC(=O)C[C@@H]1CC[C@@H]2[C@H](COC[C@@H](O)CN2Cc2ccc3c(c2)OCO3)O1 | -0.3
Cc1ccc(S(=O)(=O)Nc2cccc3c2O[C@@H](CN(C)S(=O)(=O)c2ccccc2)[C@H](C)CN([C@H](C)CO)C3=O)cc1 | 3.1
COCCN(C[C@H]1[C@H](c2ccccc2)[C@@H](CO)N1C(=O)C1CCC1)C(C)=O | -1.6
Cc1ccc(S(=O)(=O)N(C)C[C@@H]2Oc3ccc(NC(=O)C4CC4)cc3CC(=O)N([C@H](C)CO)C[C@@H]2C)cc1 | -1.4
CCC(=O)N(C)C[C@@H]1Oc2cc(-c3ccc(OC)cc3)ccc2S(=O)(=O)N([C@@H](C)CO)C[C@H]1C | 2.4
C[C@@H]1CCCCO[C@H](CN(C)C(=O)CCC(F)(F)F)[C@@H](C)CN([C@@H](C)CO)C(=O)c2cc(NC(=O)CCCCCC(=O)Nc3ccccc3N)ccc2O1 | 14
Cc1noc(C)c1S(=O)(=O)N(C)C[C@@H]1OCc2ccccc2-c2ccccc2C(=O)N([C@H](C)CO)C[C@H]1C | 1.8
C[C@@H]1CN([C@@H](C)CO)C(=O)Cc2cc(NC(=O)CCCCCC(=O)Nc3ccccc3N)ccc2O[C@H]1CN(C)C | 1.0
Cc1noc(C)c1NC(=O)Nc1ccc2c(c1)C(=O)N(C)[C@H]1CC[C@H](CC(=O)Nc3ccccc3F)O[C@@H]1CO2 | -0.4
C[C@H]1CN([C@@H](C)CO)S(=O)(=O)c2ccc(Br)cc2O[C@H]1CN(C)CC1CCOCC1 | 0.9
COc1cccc(S(=O)(=O)N[C@@H]2CC[C@H](CCn3cc(-c4ccccn4)nn3)O[C@H]2CO)c1 | 0.5
O=C(C[C@H]1CC[C@H]2[C@@H](COC[C@H](O)CN2Cc2ccccc2)O1)NCCc1ccccc1 | 0.5
Cc1noc(C)c1NC(=O)Nc1ccc2c(c1)C(=O)N([C@H](C)CO)C[C@H](C)[C@H](CN(C)Cc1ccc(Cl)c(Cl)c1)OCCCC[C@@H](C)O2 | -2.7
COc1ccccc1-c1cnc2c(c1)C(=O)N([C@@H](C)CO)C[C@@H](C)[C@@H](CN(C)Cc1cncnc1)O2 | -5.5
C[C@H](CO)N1C[C@H](C)[C@H](CN(C)CC2CCCCC2)Oc2ccc(NC(=O)C3CCCCC3)cc2C1=O | -0.5
COc1ccc(C(=O)N2C[C@@H]3[C@H](c4ccccc42)[C@H](CO)N3Cc2ccc(Cl)cc2)cc1 | -4.0
C[C@@H]1CN([C@H](C)CO)C(=O)c2cc(NC(=O)Cc3ccccc3)ccc2O[C@@H]1CN(C)Cc1ccc(C(F)(F)F)cc1 | 1.8
C[C@H]1CN([C@@H](C)CO)S(=O)(=O)c2ccc(C3=CCCCC3)cc2O[C@H]1CN(C)S(=O)(=O)c1ccc(F)cc1 | 6.6

Screens: PubChem, Broad Institute
